Compound activity as filed in PubChem BioAssay.
Dicer inh = blocks human Dicer maturation of pre-miR-21. Q9UPY3. AID 1347074. cat-ELCCA pre-miR-21 Dicer processing, chemiluminescence; hits give high values. 47,000 compounds, 6% hits. z-score at 25 µM; in the data active = z-score above about 3, passing the limit was not always enough;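 note: plate controls were vehicle for no effect and no enzyme for full effect; higher signal means more uncleaved substrate so more Dicer inhibition; strong numbers were not always called active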
Target sequence (Q9UPY3 whole entry, looked up): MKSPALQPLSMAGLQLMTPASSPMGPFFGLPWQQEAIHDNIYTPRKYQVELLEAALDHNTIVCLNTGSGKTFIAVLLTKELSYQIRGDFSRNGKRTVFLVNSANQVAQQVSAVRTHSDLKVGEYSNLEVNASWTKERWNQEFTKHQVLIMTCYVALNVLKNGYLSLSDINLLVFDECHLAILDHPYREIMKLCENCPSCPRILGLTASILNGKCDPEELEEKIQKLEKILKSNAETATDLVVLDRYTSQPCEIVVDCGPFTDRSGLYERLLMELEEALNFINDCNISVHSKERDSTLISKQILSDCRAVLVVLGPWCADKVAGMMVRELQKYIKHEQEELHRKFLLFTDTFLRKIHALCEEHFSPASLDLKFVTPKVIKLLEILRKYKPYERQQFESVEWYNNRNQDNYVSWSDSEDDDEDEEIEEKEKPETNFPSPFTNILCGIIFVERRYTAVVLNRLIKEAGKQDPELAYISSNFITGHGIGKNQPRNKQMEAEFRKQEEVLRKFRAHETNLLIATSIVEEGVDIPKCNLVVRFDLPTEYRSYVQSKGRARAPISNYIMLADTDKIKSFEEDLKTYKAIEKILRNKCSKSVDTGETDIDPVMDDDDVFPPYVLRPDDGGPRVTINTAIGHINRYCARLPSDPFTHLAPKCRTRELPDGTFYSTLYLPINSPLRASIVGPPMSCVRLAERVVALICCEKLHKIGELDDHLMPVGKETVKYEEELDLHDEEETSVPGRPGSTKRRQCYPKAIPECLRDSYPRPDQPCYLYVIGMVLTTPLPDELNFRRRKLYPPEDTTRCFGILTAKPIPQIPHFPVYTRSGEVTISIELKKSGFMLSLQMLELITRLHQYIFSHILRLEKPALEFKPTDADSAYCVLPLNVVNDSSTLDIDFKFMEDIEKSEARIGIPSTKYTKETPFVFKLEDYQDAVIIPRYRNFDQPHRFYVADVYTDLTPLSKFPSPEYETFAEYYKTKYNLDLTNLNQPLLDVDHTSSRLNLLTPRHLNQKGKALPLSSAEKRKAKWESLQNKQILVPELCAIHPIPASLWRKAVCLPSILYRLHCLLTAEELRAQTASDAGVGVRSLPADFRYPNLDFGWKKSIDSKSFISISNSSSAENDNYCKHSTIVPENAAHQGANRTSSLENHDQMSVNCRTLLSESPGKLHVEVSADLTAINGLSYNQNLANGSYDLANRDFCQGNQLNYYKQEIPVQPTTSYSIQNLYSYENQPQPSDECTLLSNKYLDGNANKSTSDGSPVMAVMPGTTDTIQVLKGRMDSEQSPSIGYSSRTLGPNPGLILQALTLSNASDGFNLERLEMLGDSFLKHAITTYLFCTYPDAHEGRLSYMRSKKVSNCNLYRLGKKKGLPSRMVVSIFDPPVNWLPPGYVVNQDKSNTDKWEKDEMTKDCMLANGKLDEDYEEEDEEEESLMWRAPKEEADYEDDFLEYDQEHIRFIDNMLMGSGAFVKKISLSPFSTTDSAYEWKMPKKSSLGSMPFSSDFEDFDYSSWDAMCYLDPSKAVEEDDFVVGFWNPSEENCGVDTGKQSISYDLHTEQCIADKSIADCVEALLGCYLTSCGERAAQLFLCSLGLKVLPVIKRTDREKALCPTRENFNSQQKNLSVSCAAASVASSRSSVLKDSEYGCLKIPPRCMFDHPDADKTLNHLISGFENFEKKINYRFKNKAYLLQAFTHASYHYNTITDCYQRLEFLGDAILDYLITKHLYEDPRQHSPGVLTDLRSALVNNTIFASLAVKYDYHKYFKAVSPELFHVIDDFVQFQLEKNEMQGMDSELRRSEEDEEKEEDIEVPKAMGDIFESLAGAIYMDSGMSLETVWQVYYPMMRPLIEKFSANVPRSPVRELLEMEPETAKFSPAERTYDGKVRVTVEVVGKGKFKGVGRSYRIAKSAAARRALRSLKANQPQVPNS
The depositor's hits bear a star; & = joins results of further samples.

smiles	Dicer inh
CS(=O)(=NC(=S)NC(=O)Oc1ccccc1)c1ccc(Cl)cc1 (configuration not stated)	-0.13
COc1cc(/C=N/Nc2nc3c(N)ncnc3n2[C@H]2O[C@@H](CO)[C@H](O)[C@@H]2O)ccc1O	0.07
Cc1ccc(C2CC(C(F)(F)F)n3ncc(C(=O)N(C)Cc4c(C)nn(C)c4C)c3N2)cc1 (configuration not stated)	-0.67
O=c1cc(CSc2n[nH]c(=O)n2-c2ccc3c(c2)OCCO3)c2ccc(O)cc2o1	-0.11
N[C@@H](Cc1cc(I)c(Oc2cc(I)c(O)c(I)c2)c(I)c1)C(=O)O	4.3*
O=C(c1ccccc1I)c1c[nH]c2ccccc12	0.2
Cc1ccc(Nc2nc(N)nc(COc3cccc4cccnc34)n2)cc1	0.2
O=C1Nc2ccccc2/C1=C/c1cccn1-c1ccc(OC(F)(F)F)cc1	0.47
Cc1ccc(Nc2nc(N)nc(CN3CCC(C)CC3)n2)c(C)c1	0.18
CC(C)c1ccc(C2C(C(=O)c3ccco3)=C(O)C(=O)N2CCCN2CCOCC2)cc1 (configuration not stated)	-0.83
O=C(Nc1ccc(Br)cn1)c1cc2n(n1)C(C(F)(F)F)CC(c1ccccc1)N2 (configuration not stated)	2.6
COc1ccc(OCCn2cc(C(=O)C3CC3)c3ccccc32)cc1	3.9*
Cn1cc(C2CC(=O)N(c3ccc(Br)cc3)C2=O)c2ccccc21 (configuration not stated)	0.86
COC(=O)c1sc(SC)c(S(=O)(=O)C(C)C)c1N	0.14
COc1ccc2cc(C(=O)Nc3ccc(Cl)cc3)sc(=O)c2c1OC	-4
CCc1ccc(N2CCn3c2nc2c3c(=O)n(CC(=O)O)c(=O)n2C)cc1	2.3
O=C1CN(/N=C/c2ccc([N+](=O)[O-])o2)C(=O)N1	-1.3
O=S(=O)(NC1=NCCCN1)c1cc(C(F)(F)F)cc(C(F)(F)F)c1	-1
CCOC(=O)C1=C(C)Nc2ncnn2C1c1ccc(OC)c(O)c1 (configuration not stated)	-0.15
COc1cc(CNCc2ccc(SC)cc2)cc(OC)c1	0.31
Cc1ccc2c(c1)-c1ncc(C(=O)c3ccccc3O)cc1CO2	2.7
O=C(Nc1ccc(S(=O)(=O)Nc2ncccn2)cc1)c1cc2ccccc2o1	0.46
Cc1ncn2cc(-c3ccc(Cl)cc3)[nH]c(=O)c12	-1.1
O=C(O)Cn1c(SCc2ccccc2)nc2ccccc21	1.2
COc1ccc(C2C(C#N)=C(C)NC3=C2C(=O)CCC3)cc1OC (configuration not stated)	0.88
S=C(NNc1nccc(-c2cccnc2)n1)Nc1ccccc1	-0.96
CCCS(=O)(=O)N1CCN(Cc2ccco2)CC1	2
O=C(CSc1c(F)c(F)c(F)c(F)c1F)Nc1ccc(C2SCCS2)cc1	-1.3
Cc1ccc(-c2csc3ncn4nnnc4c23)cc1	-1.6
Cc1ccc(-n2c(=O)[nH]c3c(sc4nnc(-c5ccccc5)c(-c5ccccc5)c43)c2=O)cc1	0.41

The results go on.
smiles	Dicer inh
CC(=O)Nc1cc(=O)[nH]c(-c2ccccn2)n1	0.03
O=C(Cn1c2c(c(=O)n3ncnc13)CCC2)N/N=C/c1ccc([N+](=O)[O-])cc1	-0.76
CCOC(=O)c1c(-c2ccccc2)oc2ccc(OC(C)=O)cc12	0.15
CC(C)(C)c1ccc(-c2nc(NCc3ccco3)c3ccccc3n2)cc1	1.2
CCOc1ccc(N2C(=O)C3ON(c4ccccc4)C(c4ccccc4O)C3C2=O)cc1 (configuration not stated)	-3.3
COc1ccc(C(F)(F)F)cc1-n1ccc(-c2ccc(C)cc2)nc1=S	-0.03
COC(=O)c1cc([N+](=O)[O-])ccc1NC(C)=O	0.17
COc1ccc(-c2csc3nc(-c4ccc(C)cc4)oc(=O)c23)cc1	0.99
CCOC(=O)c1c(NC(=O)c2ccn(CC)n2)sc2c1CCCC2	-1.2
O=C1CSC(=S)N1c1ccc(Cl)cc1	2.6
CCc1sc(C(C)(C)C)cc1NC(=O)C(Cl)Cl	-0.26
CCN(CC)c1cnn(-c2c(Cl)cc(C(F)(F)F)cc2Cl)c(=O)c1Cl	-1.2
O=C(CC1CCCCCCCCCCC1)N1CCOCC1	1
FC(F)(F)c1cc(-n2cccc2)cc(C(F)(F)F)c1	1.7
O=C1c2ccccc2-c2n[nH]c3cccc1c23	-1.3&1.7
CCOC(=O)c1cc2nc(-c3ccco3)cc(C(F)(F)F)n2n1	-0.25
Oc1ccccc1-c1nc(/C=C/c2ccccc2Cl)no1	13
Cc1ccc(/C=C2/SC(=S)N(c3ccc(S(=O)(=O)Nc4nccs4)cc3)C2=O)cc1	-1.1
O=C1C(=O)N(Cc2cccnc2)C(c2ccc(Cl)cc2)/C1=C(\O)c1ccc(F)cc1 (configuration not stated)	-0.32
C=CCN1C(=O)C(O)(CC(=O)c2ccc3c(c2)CCCC3)c2ccccc21 (configuration not stated)	1.3
CCOC(=O)c1sc(N2C(=O)C(=O)/C(=C(/O)c3ccccc3)C2c2ccc(O)cc2)nc1C (configuration not stated)	2.3
CC1=C(C(=O)OCC2CCCO2)C(c2ccc(C)cc2)C2=C(CC(C)(C)CC2=O)N1 (configuration not stated)	-0.83
COc1ccc(Cc2nnc(SCCC(=O)O)o2)cc1	-0.58
N#CC1=C(N)NC(=S)C(C(N)=O)C1c1ccccc1 (configuration not stated)	-4.2
O=c1[nH]c(-c2ccc(Cl)cc2)nc(=S)[nH]1	-3.5
COC(=O)CNC(=O)c1cccnc1Sc1cc(OC)ccc1OC	-0.39
O=C1NC(c2ccccc2)=N/C1=C/c1ccc(Cl)cc1Cl	0.69
CCCCCCOc1ccc(C2C3=C(CC(C)(C)CC3=O)Nc3[nH]c(=O)[nH]c(=O)c32)cc1OC (configuration not stated)	-1.6
CC(C)(C)c1cc2nc(C(F)(F)F)cc(SCCO)n2n1	-0.4
COCCCN1C(=O)C(=O)/C(=C(/O)c2ccc(C)cc2)C1c1ccc(C(C)C)cc1 (configuration not stated)	-0.97

The closing 3 records of the part above are carried over, then new ones follow:
smiles	Dicer inh
CCCCCCOc1ccc(C2C3=C(CC(C)(C)CC3=O)Nc3[nH]c(=O)[nH]c(=O)c32)cc1OC (configuration not stated)	-1.6
CC(C)(C)c1cc2nc(C(F)(F)F)cc(SCCO)n2n1	-0.4
COCCCN1C(=O)C(=O)/C(=C(/O)c2ccc(C)cc2)C1c1ccc(C(C)C)cc1 (configuration not stated)	-0.97
O=C(Nc1cc(-c2cccs2)nn1-c1ccc(F)cc1)C1CCC1	-1.3
Cc1nc2c(Br)cc(Br)cc2c(=O)o1	-0.68
C=C1SC(=Nc2cccc(Cl)c2C)N(C(=O)c2c(F)cccc2F)C12CCCCC2	-1.4
CCc1sc(-c2c(C#N)c(N)nc3c2CCCCC3)cc1[N+](=O)[O-]	0.56
Cc1cc(OCC(=O)N(C)c2ccccc2)cc2c1C(=O)CC(C)(C)O2	1.1
C=CCSC(=NC#N)S/C=C/C(=O)c1ccccc1F	-2.2
O=C(NCCNc1ncc(Cl)cc1C(F)(F)F)C(F)(F)Sc1ccccc1	2.1
O=C(NC1CCCCC1)Oc1ccccc1	0.63
c1cnc2c(OCCN3CCCCC3)cccc2c1	1.4
CCOc1ccc(-c2nn3c(-c4ccccc4Cl)nnc3s2)cc1	1.3
COC(=O)c1c(NC(=O)COc2cccc(Br)c2)sc2c1C(C(=O)OC)CC2 (configuration not stated)	-0.79
COC(=O)CNC(=O)CSC(C)C	8.2
CCOC(=O)c1sc(NC(=O)c2nc3ncccn3n2)c(C(=O)OC(C)C)c1C	-0.47
Cc1c(N=Cc2ccccc2O)cc2c(c1[N+](=O)[O-])C(C)(C)CC2(C)C	-0.31
CC1=C(C(=O)OCCOC(C)C)C(c2cccc(O)c2)C2=C(CCCC2=O)N1 (configuration not stated)	0.55
O=C(/C=C/c1ccccc1)NC(=S)Nc1ccc(S(=O)(=O)Nc2ccc(C(F)(F)F)cc2)cc1	0.12
COc1ccc(C2C(C#N)=C(N)Oc3cc(O)ccc32)cc1Cl (configuration not stated)	-0.57
CCCCN(C)c1nc(-c2ccco2)c2c(c1C#N)CC(C)(C)OC2	0.45
CCOC(=O)c1cc2cccc([N+](=O)[O-])c2[nH]1	-0.11
Cn1c(=O)c2[nH]c(-c3ccc(S(=O)(=O)O)cc3)nc2n(C)c1=O	-1.4
COC(=O)c1scc(S(=O)(=O)c2ccc(Cl)cc2)c1N	-0.79
Cc1onc(-c2c(Cl)cccc2Cl)c1NC(=O)N1CCc2sccc2C1C (configuration not stated)	1.2
Cc1cc(C)n(-c2nc3nonc3nc2Nc2cccc(C)c2C)n1	0.37
Cc1nc2sccn2c(=O)c1CCN1CCC(=C(c2ccc(F)cc2)c2ccc(F)cc2)CC1	0.47
COc1ccc(OC)c(NC(=O)/C=C/c2ccc(N3CCC(c4ccccc4OC)CC3)c([N+](=O)[O-])c2)c1	1
COc1cccc(NC2C=CS(=O)(=O)C2)c1 (configuration not stated)	-0.5
COc1cccc(C2c3c(oc4ccccc4c3=O)C(=O)N2c2nc(C)c(C)s2)c1 (configuration not stated)	-0.12
COC(=O)C1CC23C=CCN4CCC5(c6ccccc6NC15C2C)C43 (configuration not stated)	-0.87
O=C(CCCN1C(=O)c2cccc3cccc(c23)C1=O)NCC1CCCO1 (configuration not stated)	-0.05
O=C(O)c1cc(-c2cccc(O)c2)nc2ccc(Br)cc12	0.32

Laid out differently: entries from further up
O=C(CCCN1C(=O)c2cccc3cccc(c23)C1=O)NCC1CCCO1 (configuration not stated)
  Dicer inh: -0.05

CCCCN(C)c1nc(-c2ccco2)c2c(c1C#N)CC(C)(C)OC2
  Dicer inh: 0.45

Cn1c(=O)c2[nH]c(-c3ccc(S(=O)(=O)O)cc3)nc2n(C)c1=O
  Dicer inh: -1.4

COC(=O)c1c(NC(=O)COc2cccc(Br)c2)sc2c1C(C(=O)OC)CC2 (configuration not stated)
  Dicer inh: -0.79

New compounds follow:
smiles	Dicer inh
CCOC(=O)c1c(OC)cccc1OC	-0.77
O=C(O)C(C(=O)O)C1c2ccccc2Oc2ccccc21	0.26
Cc1cc(=O)[nH]c(SCCOc2ccc(OC(C)C)cc2)n1	-0.37
Cn1cnc([N+](=O)[O-])c1NCc1ccc2c(c1)OCO2	-2.1
CC(=O)Oc1ccc(C2C(C(=O)OCC(C)C)=C(C)NC3=C2C(=O)CC(c2ccccc2)C3)cc1 (configuration not stated)	7*
COC(=O)C1=C(C)NC2=C(C(=O)CC(C)(C)C2)C1c1sc2ccccc2c1C (configuration not stated)	1.1
CCCCc1nccn1CCn1ccnc1CCCC	-1.2
CSCCC(NC(=O)c1ccco1)C(=O)O (configuration not stated)	-0.47
CC1=NN(c2nc(C)cc(C)n2)C(=O)C1C (configuration not stated)	1.1
CC(=O)Cn1cnc2c(sc3nc(C)cc(C)c32)c1=O	0.8
CCCNC(=O)NNC(=O)C(C)n1nnc(N2CCOCC2)n1 (configuration not stated)	1.1
O=C(O)CNc1ncnc2nc[nH]c12	17
Cn1cccc1CNCC(O)C(F)(F)F (configuration not stated)	-0.06
O=C(CCCN1C(=O)S/C(=C/c2ccccc2)C1=S)Nc1ccccc1C(=O)O	1.1
COc1ccc(-c2cn3cccc(C)c3n2)cc1F	2.2
C=CC(N)CCC(=O)O (configuration not stated)	5.5
O=C(O)CC1(CC(=O)Nc2cc3ccccc3cn2)CCCCC1	0.3
CC(C)(C)c1ccc(C2CC(=O)C=C(O)C2)cc1 (configuration not stated)	0.07
Cc1ccc(S(=O)(=O)N/N=C/c2ccc3ccccc3c2O)cc1	3.2*
CCOC(=O)c1sc2nc(C)cc(C)c2c1NC(=O)Nc1ccccc1	0.17
Fc1cccc(Nc2ncnc3c2oc2ccccc23)c1	2.5
C=CCc1c(C)nc(SC(C)C)[nH]c1=O	0.45
O=C(O)COCC(=O)NNc1c(Cl)cncc1Cl	-1.9
Cc1ccc2sc(C3=NNC(O)(C(F)(F)F)C3)c(C)c2c1 (configuration not stated)	-1
CCC(=O)N1N=C(c2ccco2)CC1c1cn(-c2ccccc2)nc1-c1cccs1 (configuration not stated)	-0.68
O=C1CC(c2cccc(Br)c2)Nc2ccc3ccccc3c21 (configuration not stated)	3.4*
O=C(O)c1ccccc1SCCS(=O)(=O)c1ccc(Cl)cc1Cl	0.17
OC1(C#Cc2ccccc2)c2ccccc2-c2ncccc21 (configuration not stated)	-0.69
COC(=O)c1ccc(S(=O)(=O)N2CCC(C(N)=O)CC2)n1C	-0.87
O=C(NCc1ccccc1)NC1CCS(=O)(=O)C1 (configuration not stated)	0.96

(cont.)
smiles	Dicer inh
O=c1oc(-c2ccccc2)nc2c(Br)cc(Br)cc12	-0.43
Cc1cccc(C)c1NC(=S)N1CCc2ccccc2C1	-2.9
COc1cccc(CN2CCN(Cc3cccc4ccccc34)CC2)c1OC	0.42
Cc1occc1-c1nnc(SCCC(=O)O)o1	1.4
CC(=O)C1=NN(c2ccccc2)/C(=C2\C(=O)N(c3ccccc3)N=C2C)S1	0.58
Fc1ccc(/C=N/NC(=S)N/N=C/c2ccc(F)cc2)cc1	47
COc1cccc(Cl)c1NC(=O)N1CCN(c2ccnc3cc(Cl)ccc23)CC1	-0.4
COC(=O)C1C(=O)NC(SC)=C(C#N)C1c1ccccc1Cl (configuration not stated)	0.34
C#CCN1C(=O)C(O)(CC(=O)c2ccccc2OC)c2ccccc21 (configuration not stated)	2.9
CSc1nc2ccccc2n1CCOc1ccc(Cl)cc1	0.23
O=C(c1ccccc1)c1c(-c2ccccc2)csc1Nc1ccccc1	-1.6

This is a subset; count on the stated rates, not on these rows.
